Source: PubChem
PI5P4Ka inh – qHTS for Inhibitors of phosphatidylinositol 5-phosphate 4-kinase (PI5P4K); PI5P4Kalpha enzyme, ADP-Glo luminescence, 60 min; active compounds read low; actives 1.2% (n = 330,000); max response, %; Phosphatidylinositol 5-phosphate 4-kinase type-2 alpha (Homo sapiens), P48426; active = max response of -50% or lower; inconclusive = between -30% and -50%; inactive = -30% or higher; note: value at the top dose of about 77 µM; % is set by controls: 0 for no effect and ±100 for the full control effect
Target sequence (P48426 whole entry, looked up): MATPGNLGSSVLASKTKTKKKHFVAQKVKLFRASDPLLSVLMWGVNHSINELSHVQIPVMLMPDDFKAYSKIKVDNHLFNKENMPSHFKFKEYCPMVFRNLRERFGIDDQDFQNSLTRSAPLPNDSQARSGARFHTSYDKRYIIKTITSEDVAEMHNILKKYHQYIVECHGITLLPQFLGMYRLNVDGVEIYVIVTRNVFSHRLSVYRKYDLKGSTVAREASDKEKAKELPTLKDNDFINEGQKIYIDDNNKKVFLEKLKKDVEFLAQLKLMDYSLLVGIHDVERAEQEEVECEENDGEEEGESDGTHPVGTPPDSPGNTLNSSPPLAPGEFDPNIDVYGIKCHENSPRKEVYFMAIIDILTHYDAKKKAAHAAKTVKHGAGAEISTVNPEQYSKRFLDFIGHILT
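Quantitative HTS of the MLSMR library against PI5P4Kalpha with substrate. ATP added last at 5 microM final; room temperature, 60 minutes. Remaining ATP depleted, ADP converted and read as luminescence.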
Mm-Cpn inhibitor – Inhibitors of TCP-1 ring complex (TRiC) of Methanococcus maripaludis (MmCpn): qHTS | Chaperonin Mm-Cpn (Methanococcus maripaludis) | purified Mm-Cpn ATPase, ADP Transcreener TR-FRET | Potency, µM (highest dose often 76.9 µM), for the others: at the highest dose activity, negative = inhibition, usual class: inhibitors | actives 0.031% (n = 330,000) | AID 504842, 2011; note: potency is the fitted concentration of half-maximal effect; % is set by controls: 0 for no effect and ±100 for the full control effect; nearly all actives have a fitted effect of over 80% in size
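ATPase turnover read by TR-FRET ADP competition (Eu cryptate antibody/ADP-d2, 665/590 nm): 10uM ATP final, 25nM Mm-CPN final, 30 min 37degC after 10-min compound preincubation, pH 7.4 Tris/KCl/MgCl2/DTT buffer.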
EPAC1 ag – qHTS for Agonist of cAMP-regulated guanine nucleotide exchange factor 3 (EPAC1): primary screen. Rap guanine nucleotide exchange factor 3 (Homo sapiens), O95398. EPAC1 agonist qHTS, biochemical assay; response scale: 100% = response to 6.5 mM cAMP. Potency, µM (highest dose often 154 µM), inactives show at the highest dose activation, actives largely listed as activators. actives 0.073% (n = 360,000); note: potency is the fitted concentration of half-maximal effect; nearly all actives have a fitted effect of over 60% in size
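Fluorescent GDP-exchange assay: 100 nM EPAC1 with 250 nM Rap1B preloaded with BODIPY-GDP and 50 uM GDP; compounds tested as concentration series, 5 min at room temperature, then read every 5 min for 30 min (ex 480/em 540 nm); normalized to 6.5 mM cAMP.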
WRN helicase inh – qHTS for Inhibitors of WRN Helicase | Bifunctional 3'-5' exonuclease/ATP-dependent helicase WRN (Homo sapiens), Q14191 | actives 0.46% (n = 360,000) | AID 651768, 2012 | WRN helicase unwinding, fluorescent forked duplex, kinetic | Potency, µM (titrated, usually from 114 µM), without a hit: at the highest dose activity change, negative = inhibition, most hits filed as inhibitors; note: potency is the fitted concentration of half-maximal effect; % is set by controls: 0 for no effect and ±100 for the full control effect; nearly all actives have a fitted effect of over 55% in size
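Kinetic fluorescence helicase assay: unwinding of a quenched forked DNA duplex (100 nM final) with 2 mM ATP final raises red fluorescence (525/598 nm). Compounds sat 15 min at room temperature with 20 nM WRN beforehand.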
PLK1 PBD inh – qHTS for Inhibitors of PLK1-PDB (polo-like kinase 1 - polo-box domain): Primary Screen | actives 2.8% (n = 360,000) | Plk1 PBD binding of FITC phosphopeptide, fluorescence polarization | Serine/threonine-protein kinase PLK1 (Homo sapiens), P53350 | Potency, µM, inactives show max response, negative = inhibition, hits mostly inhibitors; note: potency is the fitted concentration of half-maximal effect; series mostly up to about 57 µM; % is set by controls: 0 for no effect and ±100 for the full control effect; nearly all actives have a fitted effect of over 65% in size
Target sequence (P53350 whole entry, looked up, the tested form may be a part): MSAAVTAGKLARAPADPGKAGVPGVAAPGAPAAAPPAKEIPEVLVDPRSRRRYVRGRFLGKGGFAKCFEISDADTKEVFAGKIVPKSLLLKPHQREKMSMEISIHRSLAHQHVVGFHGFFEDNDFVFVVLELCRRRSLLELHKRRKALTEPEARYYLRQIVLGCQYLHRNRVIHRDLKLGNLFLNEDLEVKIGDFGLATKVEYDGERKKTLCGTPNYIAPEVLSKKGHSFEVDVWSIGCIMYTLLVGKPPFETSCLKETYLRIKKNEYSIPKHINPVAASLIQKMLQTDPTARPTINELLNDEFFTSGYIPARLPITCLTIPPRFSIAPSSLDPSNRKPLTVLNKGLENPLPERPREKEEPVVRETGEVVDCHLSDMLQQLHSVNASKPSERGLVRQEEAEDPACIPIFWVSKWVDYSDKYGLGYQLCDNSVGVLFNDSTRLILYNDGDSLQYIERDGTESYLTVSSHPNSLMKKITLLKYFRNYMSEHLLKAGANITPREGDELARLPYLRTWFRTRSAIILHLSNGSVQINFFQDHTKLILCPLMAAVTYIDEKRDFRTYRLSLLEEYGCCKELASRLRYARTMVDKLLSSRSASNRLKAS
EPAC1 antag – qHTS for Antagonist of cAMP-regulated guanine nucleotide exchange factor 3 (EPAC1): primary screen; AID 720709, 2013; EPAC1 GEF assay, Rap1b-BODIPY-GDP exchange fluorescence; Potency, µM (titrated, usually from 115 µM), for inactives: at the highest dose activity change, negative = inhibition, usual class: inhibitors; actives 0.14% (n = 360,000); Rap guanine nucleotide exchange factor 3 (Homo sapiens), O95398;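 note: potency is the fitted concentration of half-maximal effect; plate controls were vehicle for no effect and positive control for full effect; nearly all actives have a fitted effect of over 50% in size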
CCT chaperon mod – High-Throughput Screening for Modulators of Cytosolic Chaperonin Activity. AID 651819, 2012. actives 0.3% (n = 360,000). activity change, % (test concentration not listed), hits read low. purified chaperonin ATPase assay, HTRF ADP detection, 30 min; in the data active = activity change below about -30%; note: % is set by controls: 0 for no effect and ±100 for the full control effect
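Enzyme 40 or 20 nM (batch-dependent) in Tris pH 7.4/KCl/MgCl2/DTT; cpd 76 uM single point; ATP 10 uM; 30 min 37 °C; Transcreener ADP HTRF detection, 30 min RT; ratio 665/615.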
EPAC2 antagonist – qHTS for Antagonist of cAMP-regulated guanine nucleotide exchange factor 2 (EPAC2): primary screen. Potency, µM (doses to about 114 µM), for inactives: at the highest dose activity, negative = inhibition, actives largely listed as inhibitors. actives 0.18% (n = 360,000). EPAC2 GEF exchange of Rap1B-BODIPY-GDP, fluorescence. Rap guanine nucleotide exchange factor 4 (Homo sapiens), Q8WZA2. AID 720708, 2013; note: potency is the fitted concentration of half-maximal effect; % is set by controls: 0 for no effect and ±100 for the full control effect; nearly all actives have a fitted effect of over 45% in size; many of its hits are not listed in these tables
Active calls of the source: *; ? = inconclusive; . = not tested or not shown; [ ] = dose if it differs, or a comment. Unless noted, calls come from the whole dose curve; as a rule, active = well fitted curve in the direction sought with a large enough effect; inconclusive = small, poorly fitted or top-dose-only effect, or another doubt; inactive = no such curve, though single readings can be large; an effect the other way counts as inactive or inconclusive. This is a subset; the hit share may differ from the screen's.

SMILES	PI5P4Ka inh	Mm-Cpn inhibitor	EPAC1 ag	WRN helicase inh	PLK1 PBD inh	EPAC1 antag	CCT chaperon mod	EPAC2 antagonist
O=C(Nc1nccs1)C1CC(=O)N(c2ccc(Cl)cc2)C1 (stereo not given)	-3	1%	-5%	-2%	1%	9%	-0.1	16%
CC(C)(C)C(=O)NC(=S)Nc1ccccn1	2	0%	2%	-11%	0%	-5%	1.0	7%
COc1ccc(Nc2ccc(C(F)(F)F)cc2[N+](=O)[O-])cn1	2	-3%	-4%	-2%	3%	-14%	-2.8	-23%
CCC(OC(=O)c1nsc(Cl)c1Cl)C(=O)NCc1cccs1 (stereo not given)	.	-1%	5%	4%	-5%	0%	-1.7	5%
C=C1N(C)c2cc([N+](=O)[O-])c(N)cc2C1(C)C	-20	-5%	0%	-16%	?	-7%	-0.2	-6%
CCN1CCC(O)(/C=C/c2ccc(C(C)C)cc2)C(C(=O)/C=C/c2ccc(C(C)C)cc2)C1 (stereo not given)	-1	.	3%	16µM*	-29%	-16%	-3.0	?
CCCCc1ccc(NC(=S)NCCO)cc1	1	-2%	5%	-11%[57.1 µM]	-10%	-6%	2.7	3%
CCOC(=O)N1CCN(C(=O)c2ccc3c(c2)sc2nc(-c4ccccc4)cn23)CC1	-4	-1%	4%	-10%	2%	-10%	-1.0	-1%
Cc1ccc(-c2nnc(N3CCN(C(=O)COc4cccc(C)c4)CC3)c3ccccc23)cc1	-1	-5%	8%	5%	0%	-9%	-0.4	-4%
CSc1ccccc1OCc1cc(C(=O)NCCN2CCCC(O)C2)no1 (stereo not given)	2	-2%	2%	7%	-12%	8%	-1.2	-1%
CC(C)(C)N(NC(=O)Nc1ccc(F)cc1)C(=O)c1ccccc1	-2	-3%	2%	3%	-11%	-17%	-1.6	-17%
Cc1cc(C(=O)N2CCCC(N3CCN(c4cccc(Cl)c4)CC3)C2)no1 (stereo not given)	9	3%	16%	-29%	-5%	13%	0.2	-2%
Cc1c(CC(=O)N2CCC(C(N)=O)CC2)c(=O)oc2cc3c(cc12)CCC1(CCCCC1)O3	0	0%	-8%	0%	5%	-29%	0.4	-9%
CC(C)c1onc(C(=O)N2CCN(C(c3ccccc3)c3ccccc3)CC2)c1[N+](=O)[O-]	0	2%	-5%	-8%	-9%	4%	-1.5	1%
O=C(Nc1c(-c2ccccc2)nc2c(Br)cc(Br)cn12)c1ccco1	0	-11%	1%	-5%	-22%	-2%	0.9	3%
COc1ccc(-c2nnn(CC(=O)c3ccc4c(c3)OCCO4)n2)cc1OC	4	-2%	-1%	1%	-10%	-4%	-0.7	-3%
CC1CCCCC12NC(=O)N(Cn1nnc3ccccc3c1=O)C2=O (stereo not given)	-5	1%	8%	0%	-2%	1%	-1.1	-2%
Cc1ccc(C)c(Cn2c3ccccc3c3cnn(CC(=O)NCCN4CCOCC4)c(=O)c32)c1	3	-4%	4%	-1%	8%	-6%	-1.2	-16%
COc1ccc(N(CC(=O)NN=C2CCCC2)S(=O)(=O)c2ccccc2)cc1Cl	0	0%	-1%	7%	5%	15%	0.3	7%
CCOC(=O)c1csc(NC(=O)c2cccs2)n1	4	0%	4%	1%	-3%	-2%	-2.9	-3%
CCCCN1C(=O)C(CC(=O)NC(c2ccccc2)c2ccccc2)CC(C(=O)N(C(C)C)C(C)C)=C1C (stereo not given)	1	.	-11%	6%	-4%	-10%	-2.2	-15%
Cc1ccc(S(=O)(=O)N2CCN(C(=O)COC(=O)/C=C/c3ccccc3[N+](=O)[O-])CC2)c(C)c1	1	1%	1%	-8%	1%	5%	0.2	-2%
O=S(=O)(Nc1ccccc1)c1ccc(S(=O)(=O)N2CCCC2)cc1	2	1%	2%	-1%	-6%	5%	1.2	-9%
CN1CCC(N(C)S(=O)(=O)c2ccc(NC(=O)c3cccc(C#N)c3)cc2)CC1	0	-2%	9%	9%	-14%	-6%	-1.0	-7%

3 of these compounds, reformatted:
SMILES | PI5P4Ka inh | Mm-Cpn inhibitor | EPAC1 ag | WRN helicase inh | PLK1 PBD inh | EPAC1 antag | CCT chaperon mod | EPAC2 antagonist
CC(C)c1onc(C(=O)N2CCN(C(c3ccccc3)c3ccccc3)CC2)c1[N+](=O)[O-] | 0 | 2% | -5% | -8% | -9% | 4% | -1.5 | 1%
O=C(Nc1c(-c2ccccc2)nc2c(Br)cc(Br)cn12)c1ccco1 | 0 | -11% | 1% | -5% | -22% | -2% | 0.9 | 3%
COc1ccc(-c2nnn(CC(=O)c3ccc4c(c3)OCCO4)n2)cc1OC | 4 | -2% | -1% | 1% | -10% | -4% | -0.7 | -3%

A different layout for part of the listing above:
SMILES,PI5P4Ka inh,Mm-Cpn inhibitor,EPAC1 ag,WRN helicase inh,PLK1 PBD inh,EPAC1 antag,CCT chaperon mod,EPAC2 antagonist
CCOC(=O)c1csc(NC(=O)c2cccs2)n1,4,0%,4%,1%,-3%,-2%,-2.9,-3%
CCCCN1C(=O)C(CC(=O)NC(c2ccccc2)c2ccccc2)CC(C(=O)N(C(C)C)C(C)C)=C1C (stereo not given),1,.,-11%,6%,-4%,-10%,-2.2,-15%
Cc1ccc(S(=O)(=O)N2CCN(C(=O)COC(=O)/C=C/c3ccccc3[N+](=O)[O-])CC2)c(C)c1,1,1%,1%,-8%,1%,5%,0.2,-2%

The listing continues.
SMILES	PI5P4Ka inh	Mm-Cpn inhibitor	EPAC1 ag	WRN helicase inh	PLK1 PBD inh	EPAC1 antag	CCT chaperon mod	EPAC2 antagonist
COc1ccc(Cc2nnn(CC(=O)O)n2)cc1	1	0%	0%	4%	-7%	0%	-1.3	4%
Cc1ccc2nsnc2c1S(=O)(=O)N1CCN(C(=O)C2CCCO2)CC1 (stereo not given)	-6	0%	1%	0%	-2%	0%	0.4	-4%
CCCCCCCC(=O)NNC(=O)c1ccc(F)cc1	.	-2%	4%	-2%	-7%	0%	0.5	-1%
Cc1ccc(NC(=S)NC2CCSc3ccccc32)cc1 (stereo not given)	3	-3%	13%	-8%	-9%	-14%	-0.8	-1%
COc1cccc(-c2nc(-c3ccccc3)c3ccc(Cl)cc3n2)c1	8	.	-2%	-5%	-1%	-21%	0.8	-5%
CC(C)Cn1cc(F)c(=O)n(CC(C)C)c1=O	1	1%	5%	-6%	-29%	16%	0.8	10%
COc1ccc(CC(=O)NCc2ccc3c(c2)OCO3)cc1	9	-4%	-1%	-2%	24µM*	5%	-0.1	-3%
COCCN(C(=O)c1ccco1)c1nc(-c2ccc(OC)cc2)cs1	5	.	14%	5%	4%	-10%	0.8	-7%
Cc1ccc(CN2CCC(n3nccc3NC(=O)C3CCOC3)CC2)cc1C (stereo not given)	7	3%	-4%	-29%	-7%	13%	3.3	15%
CCC(c1n[nH]c(=S)n1-c1ccccc1)N(C)C (stereo not given)	1	0%	7%	-5%	-4%	3%	-0.1	1%
CCOc1ccc(NC(=O)C2CCN(S(=O)(=O)c3ccc4c(c3)CC(C)N4C(C)=O)CC2)cc1 (stereo not given)	-1	-3%	-3%	-3%	-7%	-20%	-0.5	28%
CCc1nnc(NC(=O)CSc2ccc(-c3ccccc3OC)nn2)s1	-8	-6%	0%	-7%	-3%	3%	1.2	6%
CCc1noc(C)c1C(=O)N1CCN(S(=O)(=O)c2ccc(Cl)cc2)CC1	-2	-1%	7%	-3%	0%	-1%	-0.9	-2%
O=C(CN1CCN(S(=O)(=O)c2ccccc2[N+](=O)[O-])CC1)NC(=O)NCc1ccco1	-13	2%	3%	-1%	4%	7%	-1.0	1%
Cc1ccc(NC(=S)NCc2ccccc2Cl)c(C)c1	10	0%	8%	3%	-5%	-13%	-1.3	0%
O=C(NCC1CCCN(Cc2cccc(C(F)(F)F)c2)C1)c1ccc(F)cc1 (stereo not given)	-5	-2%	6%	-6%	-8%	-19%	0.0	-6%
COc1ccc(S(=O)(=O)N2CCCCC2)cc1NC(=O)c1ccc(C)cc1	1	-1%	-3%	4%	-2%	13%	-0.4	6%
CC1CCN(C(=O)CN2C(=O)c3cccc4cccc(c34)C2=O)CC1	-6	0%	-2%	4%	3%	24%	-3.3	-1%
O=C1CN(C(=O)c2ccc3nc(Cc4cccc(Cl)c4)oc3c2)CCN1	-4	0%	-5%	3%	5%	-9%	2.1	-1%
CCOc1ccc(NC(=O)C(=O)N/N=C/c2cccnc2)cc1	9	0%	7%	1%	-9%	-29%	-7.8	-19%
O=C(NCc1ccccc1Cl)c1ccccc1CCc1ccccc1	4	4%	-8%	1%	2%	-16%	0.3	4%
COCCNC(=O)c1ccccc1NC(=O)c1cccc([N+](=O)[O-])c1C	-3	-4%	-5%	0%	-4%	-10%	0.5	14%
CC(C)CN(c1ccccc1)S(=O)(=O)c1nnc(NC(=O)c2ccco2)s1	-13	-1%	-1%	-7%	?	-25%	-2.2	-4%
COc1ccccc1CNC(=O)CCN1C(=O)c2ccccc2C1=O	-3	1%	-5%	-6%	2%	5%	-3.9	-6%
COc1ccccc1NS(=O)(=O)c1cc(NC(=O)Nc2ccc(Cl)cc2Cl)ccc1N1CCCCC1	5	0%	11%	-22%[57.1 µM]	?	10%	-0.4	6%
Cc1ccc(Sc2ccc(NC(=O)CCl)cc2)c(C)c1	25	2%	11%	-9%	-3%	3%	-7.3	-28%
CCOC(=O)COn1c(=O)c(-c2cc3ccccc3o2)[n+]([O-])c2ccccc21	1	1%	6%	1%	-12%	1%	-1.8	34%[activator]
